Source: PubChem BioAssay (Sanford-Burnham Center for Chemical Genomics)
TAG inh: inhibitors of triacylglycerol accumulation, primary screen, cell-based, uHTS, fluorescence, H9c2; H9c2 cells, Nile Red lipid (TAG) fluorescence; cells loaded with 200 µM oleic acid; inhibition, % at 12.5 µM; hit rate 0.66% among 230,000; AID 651582, 2012;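 active = pattern-corrected inhibition of lipid staining of at least 50% with the nuclear-stain viability signal not falling by more than 50%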;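 note: 0% = DMSO wells and 100% = triacsin C control wells; some results filed as inactive read as strong as hits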
TAG inh DAPI viability: second read-out of TAG inh, no call of its own (marks repeat the call); DAPI nuclei signal change (viability), lower = more cytotoxic, %;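 whole-well DAPI fluorescence read on a plate reader as a viability signal; minus 50 percent equals half of cells still viable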
An asterisk follows results filed as active. This is a subset; rates above refer to the full screens.

SMILES	TAG inh	TAG inh DAPI viability
COc1ccc(C2C(C)C3(O)CC(C#N)(C(=O)N3)C2(C#N)C#N)cc1 (configuration not stated)	-2	5
NC(=O)c1ccccc1NC(=O)CC12CC3CC(CC(C3)C1)C2	3	8
C=CCn1c(SCC(=O)NC2CCS(=O)(=O)C2)nc2sc(CC)cc2c1=O (configuration not stated)	1	3
Cc1ccc(NC(=O)c2ccccc2OCc2c(C)noc2C)cc1S(=O)(=O)N(C)C	-18	3
O=S(=O)(Oc1ccccc1)c1cccnc1	17	-9
CCOc1cc(/C=N\Nc2ncc(F)c(N3CCOCC3)n2)ccc1Oc1nc(Cl)ncc1F	3	-3
Cn1c(=O)n(Cc2ccc(Cl)cc2)c(=O)c2c1nc1n2CCN1Cc1ccco1	-4	-17
Cc1ccccc1CN(CC1CCC(C(=O)O)CC1)C(=S)Nc1ccccc1F (configuration not stated)	12	-9
COC(=O)CC1C(=O)NCCN1C(=O)Nc1cccc(Cl)c1 (configuration not stated)	-6	10
COC(=O)CCN1CCC2CC1c1cc(-c3cccc(C)c3)ccc12 (configuration not stated)	5	7
CC1(C(=O)NS(=O)(=O)c2ccccc2OC(F)(F)F)CCN1C(=O)c1ccccc1 (configuration not stated)	-2	7
Cc1ccc(C(=O)CCC(=O)NN2C(=O)NC3(CCCCC3)C2=O)cc1	4	1
COc1ccc(/C=N\NC(=O)c2ccccc2F)cc1COc1ccc(F)cc1F	37	-26
COc1ccc2oc(C(=O)OCC(=O)Nc3cc(S(=O)(=O)N4CCOCC4)ccc3OC)c(C)c2c1	-16	12
Cc1cccc(C)c1NC(=S)N1CCCN(C)CC1	-11	10
FC(F)(F)C1=CC(c2ccccc2)=NCCN1	-1	10
CC(=O)N1c2ccc(S(=O)(=O)N3CCCC(C(=O)NCc4ccccc4)C3)cc2CC1C (configuration not stated)	-13	11
Cc1ccc(NC(=O)COC(=O)CCc2c[nH]c(=O)[nH]2)cc1	-3	-1
CC1CCCCN1Cc1nc2ccccc2c(=O)[nH]1 (configuration not stated)	3	-8
C#Cc1ccc(NC(=O)C2(C)CCN2C(=O)CC(c2ccccc2)c2ccccc2)cc1 (configuration not stated)	7	-7
COC(=O)c1cn(-c2ccccc2)c(C)c1C(=O)OC	-68	-3
CC(C)N(CC(N)=O)C(=O)Cc1coc2cc3c(cc12)CCC3	-17	-2
CC(C)c1ccccc1NC(=S)NC1CCCCC1	-14	-1
Cc1c(C(=O)Oc2ccc(Cl)cc2)n(C)oc1=O	6	3
O=C(CNc1cccc(S(=O)(=O)N2CCCCC2)c1)Nc1cccc(F)c1	-18	-2
COC(=O)/C(=N/Nc1ccccc1C)Sc1nnc(C(O)c2ccccc2)n1-c1ccccc1 (configuration not stated)	1	-6
Cc1ccc(-n2ncc(-c3nnc(SCC(=O)NC4CCCC4)o3)c2N)cc1C	55*	3.4*
Cc1ccc(OCCCSc2ncccn2)cc1C	-9	13
O=C(CN1CCN(c2ccc(F)cc2)CC1)Nc1cccnc1Cl	-11	3
Cc1nn(CC(=O)NCc2ccccn2)c(C)c1[N+](=O)[O-]	-1	1
Cc1cc(C(=O)COC(=O)c2cnccn2)c(C)n1-c1ccc(Br)cc1	-9	8
O=C(CCN1CCN(CC(=O)Nc2ccccc2F)CC1)Nc1ccccc1F	2	5
COc1ccc(C(c2nnnn2Cc2cccs2)N2CCN(c3ccccc3F)CC2)cc1 (configuration not stated)	-9	-4
O=C(COC(=O)Cn1cnc2ccccc21)Nc1ccc(Br)cc1	-6	6
O=C(CNC(=O)c1ccccc1F)OC1CCOC1=O (configuration not stated)	2	21
Cc1ccc(CNc2nc3ccccc3n3cnnc23)cc1	-36	-5
Cc1ncsc1C(=O)N1CCCC(C(=O)c2ccc3ccccc3c2)C1 (configuration not stated)	-17	-5
Cc1ccc(NC(=O)COC(=O)c2ccc(S(=O)(=O)NCc3ccco3)cc2)cc1	7	2
CCN(CC(=O)NC1CCCCC1)S(=O)(=O)c1ccc(Cl)cc1	29	-6
COc1cc(NC(=O)CCNC(=O)N2CC(=O)Nc3ccccc32)cc(OC)c1OC	7	-8
C1=CC2CC1CC2CN1CCN(Cc2ccccc2)CC1 (configuration not stated)	0	2
N/C(Cc1cccc2ccccc12)=N\OC(=O)c1ccccc1F	0	5
Cc1ccc(C(NC(=O)c2cccc(S(=O)(=O)N3CCN(C)CC3)c2)c2ccccc2)cc1 (configuration not stated)	14	-3
CC(C)c1ccc2occ(-c3nn[nH]n3)c(=O)c2c1	10	-13
Clc1ccccc1Nc1nc(NCC2CC2)nc2ccsc12	-7	3
Cc1ccc(OCC(O)CNCc2ccccc2)cc1C (configuration not stated)	-1	11
CCOC(=O)/C(C#N)=C/c1cc2cc(C)c(C)cc2nc1Cl	3	-2
N/C(=N\OC(=O)Cc1ccccc1[N+](=O)[O-])c1ccccn1	-4	6
CC(C)CC1C(=O)N(Cc2cn(CC3CCCCC3)nn2)CCS(=O)(=O)N1Cc1ccc(-c2ccc(Cl)c(Cl)c2)cc1 (configuration not stated)	74	-77
Cc1ccc(S(=O)(=O)CCC(=O)c2ccc(F)cc2)cc1	4	5
CC(C)C12NC(=O)NC(=O)N1CCS2 (configuration not stated)	-4	6
CCC(=O)c1ccc(OCC(=O)Nc2ccc(N3CCCCC3)cc2)cc1	-58	-2
Cc1cccc(/C=C2\CCC(=C3SCCCS3)C2=O)c1	3	-5
FC(F)(F)C1=NNC(c2ccc3ccccc3c2)=NN1	1	9
O=C(Nc1ccc(-c2cn3c(n2)SCC3)cc1)c1ccc2ccccc2n1	24	6
CC/C(C)=N/Oc1nc(C)cc(C)n1	5	-3
CC(C)=CCC/C(C)=C/CNC(=O)C[C@H]1C[C@H](C(=O)N2CCCCC2)[C@@]2(C)c3[nH]c4cc(CCC(=O)N(C)C)ccc4c3CCN2C1=O	-23	7
O=[N+]([O-])c1ccc2c(c1)C(=Nc1ccccc1)c1ccccc1-2	-11	5
CC1(C(=O)NS(=O)(=O)c2cccs2)CCN1C(=O)C1(c2ccc(Cl)cc2)CC1 (configuration not stated)	15	2
O=S1(=O)CCOC[C@H](Cc2ccccc2)N1Cc1ccc(F)cc1	2	-4

The listing continues.
SMILES	TAG inh	TAG inh DAPI viability
COc1ccccc1CNC(=O)COc1ccc2c(c1)CCC2	-6	-2
CC1CN(C(=O)CNC(=O)Cc2cccc3ccccc23)CC(C)O1 (configuration not stated)	-22	2
COC(=O)C1=C(C)OC(N)=C(C#N)C1c1c(C)nn(-c2ccccc2)c1Cl (configuration not stated)	-7	-1
C[C@H](CO)N1C[C@H](C)[C@H](CN(C)C(=O)Nc2ccc(C(F)(F)F)cc2)Oc2ncc(-c3cccnc3)cc2C1=O	11	-3
N#Cc1c(-c2cccs2)nc(SCC(=O)c2cccs2)[nH]c1=O	-3	-5
Clc1ccc(-c2nnc3n2-c2ccccc2SC3)cc1	6	-5
CC(=O)c1ccc(NC(=S)NC(C)CCc2ccccc2)cc1 (configuration not stated)	-12	1
CC(On1nnc2ccc(S(=O)(=O)N3CCOCC3)cc21)C(=O)Nc1ccccc1F (configuration not stated)	-8	-1
CCS(=O)(=O)c1ncc(CO)n1CCc1ccccc1	15	-4
O=C(Nc1ccc(Cl)cn1)C1CCCN1S(=O)(=O)c1ccccc1 (configuration not stated)	14	-4
COc1ccc(CCN2CC(C(=O)NCC3(O)CCCCC3)CCC2=O)cc1 (configuration not stated)	-13	3
COc1cc2c(cc1OC)CN(CC(=O)Nc1ccccc1SC)CC2	-3	4

16 successive records out of the list so far, quoted:
SMILES	TAG inh	TAG inh DAPI viability
FC(F)(F)C1=NNC(c2ccc3ccccc3c2)=NN1	1	9
O=C(Nc1ccc(-c2cn3c(n2)SCC3)cc1)c1ccc2ccccc2n1	24	6
CC/C(C)=N/Oc1nc(C)cc(C)n1	5	-3
CC(C)=CCC/C(C)=C/CNC(=O)C[C@H]1C[C@H](C(=O)N2CCCCC2)[C@@]2(C)c3[nH]c4cc(CCC(=O)N(C)C)ccc4c3CCN2C1=O	-23	7
O=[N+]([O-])c1ccc2c(c1)C(=Nc1ccccc1)c1ccccc1-2	-11	5
CC1(C(=O)NS(=O)(=O)c2cccs2)CCN1C(=O)C1(c2ccc(Cl)cc2)CC1 (configuration not stated)	15	2
O=S1(=O)CCOC[C@H](Cc2ccccc2)N1Cc1ccc(F)cc1	2	-4
COc1ccccc1CNC(=O)COc1ccc2c(c1)CCC2	-6	-2
CC1CN(C(=O)CNC(=O)Cc2cccc3ccccc23)CC(C)O1 (configuration not stated)	-22	2
COC(=O)C1=C(C)OC(N)=C(C#N)C1c1c(C)nn(-c2ccccc2)c1Cl (configuration not stated)	-7	-1
C[C@H](CO)N1C[C@H](C)[C@H](CN(C)C(=O)Nc2ccc(C(F)(F)F)cc2)Oc2ncc(-c3cccnc3)cc2C1=O	11	-3
N#Cc1c(-c2cccs2)nc(SCC(=O)c2cccs2)[nH]c1=O	-3	-5
Clc1ccc(-c2nnc3n2-c2ccccc2SC3)cc1	6	-5
CC(=O)c1ccc(NC(=S)NC(C)CCc2ccccc2)cc1 (configuration not stated)	-12	1
CC(On1nnc2ccc(S(=O)(=O)N3CCOCC3)cc21)C(=O)Nc1ccccc1F (configuration not stated)	-8	-1
CCS(=O)(=O)c1ncc(CO)n1CCc1ccccc1	15	-4

Further results:
SMILES	TAG inh	TAG inh DAPI viability
CCOC(=O)CSc1cc(CSc2ccccc2)nc(-c2ccccc2)n1	-23	9
CC1(C(=O)N2CC3(CC(c4cccc(NC(=O)CC(c5ccccc5)c5ccccc5)c4)=NO3)C[C@@H]2C(N)=O)CC1 (some centres not stated)	-2	2
Cc1onc(-c2ccccc2Cl)c1C(=O)NCC(=O)O	1	-4
O=C(COC(=O)/C=C/c1cccs1)Nc1ccc(F)cc1	-10	11
Cc1c(NC(=O)C(C)OC(=O)COc2cccc3c2OC(C)(C)C3)c(=O)n(-c2ccccc2)n1C (configuration not stated)	2	5
O=C(COC(=O)/C=C/c1cccs1)Nc1nc(-c2cccc(Br)c2)cs1	2	7
O=C(CCCOc1ccccc1)Nc1cccc(C(=O)O)c1	11	-5
COc1ccc2cc(/C(C)=N/NC(=O)c3cc(C)oc3C)ccc2c1	-12	19
Cc1ccc(S(=O)(=O)N2[C@@H](c3ccc(C#N)cc3)C(C(=O)O)=C[C@H]2C(C)(C)C)cc1	-3	1
CCOC(=O)NC(Nc1ccc(C)cn1)(C(F)(F)F)C(F)(F)F	-7	10
CC(C)(C)[C@H]1COC(=O)[C@H](NC(=O)OCC2c3ccccc3-c3ccccc32)C/C=C\C[C@@H](CC(=O)N(CCO)Cc2ccccc2)C(=O)N1	-6	-10
CC(=O)C[C@@H](O)CC(=O)[C@H]1OC(=O)CCCCCCc2ccccc21	-7	2
CNCC(=O)Nc1ccc(OC(F)(F)F)cc1	-11	5
CCc1ccc(-c2cc(C(=O)NN3CCOCC3)c3ccccc3n2)s1	1	46
O=S(=O)(c1cccc(Br)c1)N1CCN(c2ncnc3scc(-c4ccccc4)c23)CC1	-9	2
O=C(COC(=O)c1ccc2ncsc2c1)Nc1ccccc1Br	11	-2
CCc1ccc(NC(=O)CSc2nc(NS(=O)(=O)c3ccccc3)cc(=O)[nH]2)cc1	0	-4
CCN(CC)C(=O)c1csc(Nc2cccc3ccccc23)n1	6	-5
O=C(N/C(=C/C=C/c1ccccc1)C(=O)N1CCOCC1)c1ccccc1Cl	5	-13
Cc1ccc(-c2nc3cnccn3c2Nc2ccc3c(c2)OCO3)o1	6	1
CCOC(=O)C1(CC2CC2)CCN(S(=O)(=O)/C=C/c2ccccc2)CC1	-3	2
CC(C)(C)OC(=O)N1CCC(NC(=O)c2nc[nH]c2C(=O)N2CCN(c3ccccc3)CC2)CC1	1	16
Cc1cc2oc(=O)cc(Cn3ncc(Cl)c(Cl)c3=O)c2cc1Cl	66	-66
Cc1cc(C)n2nc(SC(C)C(=O)NC3CCCCC3C)nc2n1 (configuration not stated)	11	-11
CSCC[C@H](N)C(=O)NC[C@H]1O[C@@H](n2cnc3c(N)ncnc32)[C@H](O)[C@@H]1O	5	2
CSCC[C@H](NC(=O)CCn1nnc2ccccc2c1=O)C(=O)O	5	-1
CCCOC1CCCN(C(=O)CCCn2nnnc2CN2CCOCC2)C1 (configuration not stated)	0	-12
O=C(CSc1nc2ccccc2s1)NCC1CCCO1 (configuration not stated)	7	-3
O=C(CSc1ccccc1)Nc1ccc(N2CCN(c3ccccc3)CC2)c(F)c1	2	11
CN(C)c1ccc(C(=O)OCC(=O)c2cccs2)cc1	-3	-3
CCOC(=O)C1=C(COC(=O)c2sccc2C)NC(=O)NC1C (configuration not stated)	7	-3
CCCCN(C=O)c1c(CC)nc2c(OCc3ccc(Cl)cc3Cl)cccn12	0	-10
CCCCN(C(=O)COc1ccc(NC(C)=O)cc1)C1CCS(=O)(=O)C1 (configuration not stated)	14	12
Cc1ccc(S(=O)(=O)NC2CCCCCCC2)cc1	-4	0
Cc1cc(=O)oc2c1ccc1oc(/C(=N/O)c3ccccc3)c(C)c12	-59	7
Cc1ccccc1N1CCN(C(=O)C2CCCCC2)CC1	10	-5
O=C(NCc1cccnc1)C1CCN(C(=O)c2ccc(Cl)cc2Cl)CC1	6	-7
O=C(CN(c1ccccc1)S(=O)(=O)c1ccc(F)cc1)NC1CCCCCC1	10	-7
CCc1ccccc1Nc1nc(N)nc(COC(=O)C2=COCCO2)n1	-13	3
CC1(C(=O)NCc2ccccc2Br)CCN1Cc1ccc(-c2ccccc2)o1 (configuration not stated)	-7	4
CN1CCN(CC(=O)Nc2sc3c(c2C(=O)Nc2ccccc2)CCCC3)CC1	17	2
COc1ccc(C)cc1NC(=O)c1nn(C)cc1Br	-14	1
CC(=O)Nc1cccc(NC(=O)CCN2C(=O)c3ccccc3S2(=O)=O)c1	2	3
CCCCCCOc1ccc(N2C(=O)CC(SC(=NCC)NCC)C2=O)cc1 (configuration not stated)	-5	3
O=C(O)c1cccnc1SCC(=O)C12CC3CC(CC(C3)C1)C2	18	-14
Cc1n[nH]c(C)c1CCCCOc1ccccc1	-6	6
CC(C)(C)NC(=O)CN(C(=O)c1csnn1)c1cccc2c1CCCC2	9	-1
CCOc1nc(N2CCOCC2)nc(N2CCOCC2)n1	18	-7
